MEP2-GFP yeast: modulators of TOR pathway MEP2-GFP in S. cerevisiae; S. cerevisiae MEP2-GFP strain, flow cytometry GFP, 3 h; 100% = DMSO control level; GFP response vs DMSO, % at 10 µM; 330,000 compounds, 0.51% hits; AID 2016;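 active = GFP response versus DMSO above a set limit, roughly screen mean plus 3 SD, cut at about 180% in these data; inconclusive = fewer than 70 cells counted for a yeast strain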;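 also: median GFP fluorescence of the barcode-gated MEP2-GFP cells per well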
GRK2 aptamer HTS: blocks RNA aptamer binding to human GRK2. AID 488847. P25098. inhibition of aptamer binding, % at 10 µM. 330,000 compounds, 0.59% hits. bead flow cytometry, FAM-aptamer displacement from GRK2;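 active = inhibition of aptamer binding above 40%, roughly 3 SD of noise, on plates passing a quality check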;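 also: median bead fluorescence of bound FAM aptamer so fluorescent compounds give negative values; no value below 0 was filed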
JMJD2C inh: blocks human GASC-1 demethylase activity; inhibition, % at 2.35 µM; GST-JMJD2C(1-420) H3K9me3 demethylation, DELFIA europium; 330,000 compounds, 0.069% hits; AID 2099; Q9H3R0;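 active = more than half of a compound's replicate wells show inhibition beyond 50%, single wells judged on their own value; inconclusive = some, but no more than half, of replicates pass 50% inhibition; inactive = no replicate passes 50% inhibition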;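 also: signal counts dimethyl H3K9 product captured on neutravidin plate; 0% = median of DMSO wells and 100% = 0.3 times that DMSO median; strong numbers were not always called active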
VLA-4 inh: inhibition in a human VLA-4 binding assay. VLA-4 expressing cells, ligand binding flow cytometry. inhibition, % (about 7 µM as worked out from the volumes in the protocol). 330,000 compounds, 0.2% hits. AID 2557; in the data active = inhibition above about 50%
Target sequence (P13612 whole entry, looked up): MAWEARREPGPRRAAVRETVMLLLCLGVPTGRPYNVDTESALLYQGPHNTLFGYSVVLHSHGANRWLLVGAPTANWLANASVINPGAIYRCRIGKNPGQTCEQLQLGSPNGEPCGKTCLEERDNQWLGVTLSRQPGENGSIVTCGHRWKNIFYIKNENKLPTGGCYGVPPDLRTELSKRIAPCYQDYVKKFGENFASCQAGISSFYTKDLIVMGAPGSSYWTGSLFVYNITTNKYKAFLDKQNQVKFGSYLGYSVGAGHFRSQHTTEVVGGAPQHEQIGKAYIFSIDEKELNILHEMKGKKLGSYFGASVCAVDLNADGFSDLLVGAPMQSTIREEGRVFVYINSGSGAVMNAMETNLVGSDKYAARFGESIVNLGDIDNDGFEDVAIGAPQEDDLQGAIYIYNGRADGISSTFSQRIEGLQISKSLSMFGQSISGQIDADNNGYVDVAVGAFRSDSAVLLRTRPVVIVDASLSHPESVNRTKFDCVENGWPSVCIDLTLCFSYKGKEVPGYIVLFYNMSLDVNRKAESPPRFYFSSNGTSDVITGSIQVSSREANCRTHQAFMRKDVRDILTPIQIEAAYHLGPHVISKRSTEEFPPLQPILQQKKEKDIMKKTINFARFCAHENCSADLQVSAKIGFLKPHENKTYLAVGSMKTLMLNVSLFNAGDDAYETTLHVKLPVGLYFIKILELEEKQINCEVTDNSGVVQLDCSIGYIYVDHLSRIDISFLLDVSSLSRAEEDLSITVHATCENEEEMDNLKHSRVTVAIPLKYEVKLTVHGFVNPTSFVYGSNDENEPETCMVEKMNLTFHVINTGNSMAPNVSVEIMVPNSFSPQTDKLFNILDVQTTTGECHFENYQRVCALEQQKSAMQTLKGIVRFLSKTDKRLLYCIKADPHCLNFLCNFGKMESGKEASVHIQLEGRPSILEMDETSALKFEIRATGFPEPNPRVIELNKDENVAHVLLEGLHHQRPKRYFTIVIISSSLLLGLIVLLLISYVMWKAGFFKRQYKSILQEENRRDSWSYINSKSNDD
CIT2-GFP yeast: yeast TOR pathway CIT2-GFP modulation; S. cerevisiae CIT2-GFP strain, flow cytometry, 3 h; 100 means same as DMSO wells; 320,000 compounds, 0.065% hits; GFP response vs DMSO, % at 10 µM; AID 2029;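 active = GFP response relative to DMSO above a set limit, near the screen mean plus 3 SD, cut at about 150% in these data; inconclusive = Fewer than 70 cells measured for a yeast strain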;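 also: ratio of well median GFP fluorescence to mean of DMSO wells on the plate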
RPL19A-GFP yeast: modulators of TOR pathway RPL19A-GFP in S. cerevisiae; percent response vs DMSO, % at 10 µM; S. cerevisiae RPL19A-GFP strain, flow cytometry, 3 h; stronger effect = lower value; 330,000 compounds, 0.3% hits;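 active = percent response vs DMSO below 50%; inconclusive = fewer than 70 events counted for the yeast strain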;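 also: median channel GFP fluorescence of the barcoded RPL19A-GFP strain; ratio of sample median GFP to plate DMSO average so 100% = DMSO; lower means less RPL19A-GFP as with rapamycin TOR inhibition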
AGP1-GFP MLPCN: modulators of TOR pathway AGP1-GFP in S. cerevisiae; AID 2066; 320,000 compounds, 0.02% hits; S. cerevisiae AGP1-GFP multiplex flow cytometry, 3 h; GFP as percent of DMSO wells; GFP response vs DMSO, % at 10 µM;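 active = GFP response relative to DMSO above a set limit, near screen average plus 3 SD, cut at about 150% in these data; inconclusive = fewer than 70 cells counted for the yeast strain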;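 also: median GFP channel fluorescence of the gated AGP1 strain per well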
LAP4-GFP MLPCN: alters LAP4-GFP fluorescence in TOR pathway yeast screen; GFP response vs DMSO, % at 10 µM; S. cerevisiae LAP4-GFP multiplex, flow cytometry GFP, 3 h; median GFP as percent of DMSO wells; 320,000 compounds, 0.34% hits; AID 2023;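 active = GFP response vs DMSO above a set limit, about the screen mean plus 3 SD, cut at about 150% in these data; inconclusive = under 70 cell events counted for the yeast strain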
An asterisk follows results filed as active; u = inconclusive; x = not tested or not shown; + = active, no number; [ ] = remark or other dose.

SMILES	MEP2-GFP yeast	GRK2 aptamer HTS	JMJD2C inh	VLA-4 inh	CIT2-GFP yeast	RPL19A-GFP yeast	AGP1-GFP MLPCN	LAP4-GFP MLPCN
CCOc1cc(CNCCCN2CCOCC2)cc(Br)c1OCc1ccccc1Cl	101	0	2	56*	100	99	97	99
Cc1c(C#N)c2ccccc2n1CC(=O)NCc1cccnc1	96	3	9	20	90	92	92	87
Cn1nc(C(=O)NC2CCCC2)c2ccccc2c1=O	106	15	x	14	104	105	116	111
Cc1ccc(N(CC(=O)N2CCN(c3ccccc3F)CC2)S(=O)(=O)c2c(C)noc2C)cc1	115	6	-14	8	100	104	98	86
CC(C(=O)O)C1SC(=O)NC1=O (stereo unspecified)	116	1	5	5	107	103	100	110
Cc1cccc[n+]1C1C(c2ccccc2)C(C#N)=C(C(=C=[N-])C#N)NC1(O)C1CC1 (stereo unspecified)	106	0	5	10	108	107	110	104
Cc1cc(=O)oc2cc(NC(=O)C(C)Oc3cccc(Cl)c3)ccc12 (stereo unspecified)	101	0	5	3	92	98	103	108
COc1c(Cl)cnn(-c2ccc(Cl)c(Cl)c2)c1=O	101	1	4	13	96	96	109	106
CCOc1ccc(C(=S)N2CCOCC2)cc1OC	111	0	-1	12	105	101	103	99
CC(=O)Nc1ccc(SCc2ncc(-c3ccccc3)o2)cc1	113	1	-14	9	94	97	94	101
O=C(CNCc1ccco1)Nc1cc(S(=O)(=O)N2CCOCC2)ccc1N1CCOCC1	101	0	-1	0	84	93	95	98
O=C(NCC(F)(F)F)c1ccc(S(=O)(=O)N2CCN(C(=O)C3CCCO3)CC2)cc1 (stereo unspecified)	91	2	1	10	96	93	91	88
Cc1cc2c(c(C)c1CCO)C(=O)[C@H](C)C2	95	0	x	-2	94	97	99	99
CCOC(=O)CNC(=O)c1ccc2c(c1)OCCO2	95	0	0	19	99	99	99	97
COc1cc(NS(=O)(=O)c2cc3[nH]c(=O)c(=O)[nH]c3cc2C)cc(OC)c1OC	97	0	3	3	89	101	97	97
Cc1ccc(S(=O)(=O)NCc2csc(-c3cccs3)n2)cc1	103	x	-3	-4	89	98	108	108
O=C(N/N=C/c1ccncc1)c1cccc(NC(=O)c2ccccc2Cl)c1	102	6	10	-12	99	107	100	98
Cc1cc(=O)n2cccc(O)c2n1	87	2	4	-14	95	90	86	74
Cc1ncc(CN2CCC(CO)(Cc3ccccc3)CC2)s1	102	0	5	0	100	97	105	102
COC(=O)C1Cc2c([nH]c3ccccc23)C(C(C)C)N1 (stereo unspecified)	98	0	0	16	94	95	89	90
CSCCC(NC(=O)c1ccccc1Cl)C(=O)N1CCCCCCC1 (stereo unspecified)	98	8	x	17	99	96	97	100
OCCOCCn1c(C2CCCN2c2nc(-c3ccc(F)cc3)cs2)nc2cc(Cl)c(Cl)cc21 (stereo unspecified)	99	3	-23	-8	88	102	91	109
Cc1ccc(-c2nn3c(C)nnc3c3ccccc23)cc1S(=O)(=O)NCCN1CCOCC1	104	0	9	0	105	98	96	99
Cc1occc1C(=O)Nc1cccc([N+](=O)[O-])c1	89	1	2	13	99	104	83	83
NS(=O)(=O)c1cccc(NC(=O)COC(=O)/C=C/c2ccco2)c1	103	12	13	30	104	105	100	87
COc1cccc(NC(=S)NC(C)c2ccc(OC)c(OC)c2)c1 (stereo unspecified)	78	2	5	2	96	80	83	82
Cc1ccc(-n2c(SCC(=O)N/N=C/c3c(C)nn(-c4ccccc4)c3C)nc3ccccc3c2=O)cc1	96	0	-11	17	94	104	104	98
COC(=O)c1ccc(NC(=O)c2cccc(C)c2)cc1	109	1	2	5	114	111	103	101
O=C(Cn1cc2c(n1)CCCC2)NCCCN1CCN(Cc2ccccc2)CC1	101	0	-4	-15	101	101	102	102
CCCC(=O)Nc1ccc(NC(=S)NC(=O)c2cccs2)cc1	98	0	3	-2	100	102	97	105
COc1ccc(C(=O)Nc2cccc(C(C)=O)c2)c(OC)c1OC	104	10	9	-19	104	101	97	105
Cc1ccc(CNC(=O)C2CCC(CNc3c(N4CCOCC4)c(=O)c3=O)CC2)cc1 (stereo unspecified)	95	0	-5	0	103	100	103	104
CCOC(=O)c1ccccc1NC(=O)CSc1nc(N)cc(N)n1	96	0	7	16	97	95	99	95
Cc1c(NC(=S)N/N=C/c2cccc(O)c2)c(=O)n(-c2ccccc2)n1C	103	3	7	14	110	100	105	101
O=C(CSc1nnc(C2CC2)n1C1CC1)c1ccc(F)cc1	104	0	-9	0	107	109	110	108
CCOC(=O)CNC(=O)Nc1nnc(-c2ccc(OCC)cc2)o1	102	0	-8	-1	98	99	104	100
CN(C)Cc1nnnn1-c1ccccc1	100	4	-5	8	97	98	97	106
COc1ccc(CC(=O)NCC2CCCN(Cc3ccc(OC(F)(F)F)cc3)C2)cc1 (stereo unspecified)	110	0	1	6	106	105	101	93
CN1C(=O)c2ccc(C(=O)NCc3ccco3)cc2C1=O	106	0	8	-10	x	101	107	105
Cc1cc(C(=O)NCc2ccc(S(N)(=O)=O)cc2)cs1	103	0	5	-5	108	100	106	100

Laid out differently: results already given
Every second line gives: MEP2-GFP yeast, GRK2 aptamer HTS, JMJD2C inh, VLA-4 inh, CIT2-GFP yeast, RPL19A-GFP yeast, AGP1-GFP MLPCN, LAP4-GFP MLPCN
Cc1ccc(-c2nn3c(C)nnc3c3ccccc23)cc1S(=O)(=O)NCCN1CCOCC1
→ 104, 0, 9, 0, 105, 98, 96, 99
Cc1occc1C(=O)Nc1cccc([N+](=O)[O-])c1
→ 89, 1, 2, 13, 99, 104, 83, 83
NS(=O)(=O)c1cccc(NC(=O)COC(=O)/C=C/c2ccco2)c1
→ 103, 12, 13, 30, 104, 105, 100, 87
COc1cccc(NC(=S)NC(C)c2ccc(OC)c(OC)c2)c1 (stereo unspecified)
→ 78, 2, 5, 2, 96, 80, 83, 82
Cc1ccc(-n2c(SCC(=O)N/N=C/c3c(C)nn(-c4ccccc4)c3C)nc3ccccc3c2=O)cc1
→ 96, 0, -11, 17, 94, 104, 104, 98
COC(=O)c1ccc(NC(=O)c2cccc(C)c2)cc1
→ 109, 1, 2, 5, 114, 111, 103, 101
O=C(Cn1cc2c(n1)CCCC2)NCCCN1CCN(Cc2ccccc2)CC1
→ 101, 0, -4, -15, 101, 101, 102, 102
CCCC(=O)Nc1ccc(NC(=S)NC(=O)c2cccs2)cc1
→ 98, 0, 3, -2, 100, 102, 97, 105
COc1ccc(C(=O)Nc2cccc(C(C)=O)c2)c(OC)c1OC
→ 104, 10, 9, -19, 104, 101, 97, 105
Cc1ccc(CNC(=O)C2CCC(CNc3c(N4CCOCC4)c(=O)c3=O)CC2)cc1 (stereo unspecified)
→ 95, 0, -5, 0, 103, 100, 103, 104
CCOC(=O)c1ccccc1NC(=O)CSc1nc(N)cc(N)n1
→ 96, 0, 7, 16, 97, 95, 99, 95
Cc1c(NC(=S)N/N=C/c2cccc(O)c2)c(=O)n(-c2ccccc2)n1C
→ 103, 3, 7, 14, 110, 100, 105, 101
O=C(CSc1nnc(C2CC2)n1C1CC1)c1ccc(F)cc1
→ 104, 0, -9, 0, 107, 109, 110, 108
CCOC(=O)CNC(=O)Nc1nnc(-c2ccc(OCC)cc2)o1
→ 102, 0, -8, -1, 98, 99, 104, 100
CN(C)Cc1nnnn1-c1ccccc1
→ 100, 4, -5, 8, 97, 98, 97, 106
COc1ccc(CC(=O)NCC2CCCN(Cc3ccc(OC(F)(F)F)cc3)C2)cc1 (stereo unspecified)
→ 110, 0, 1, 6, 106, 105, 101, 93
CN1C(=O)c2ccc(C(=O)NCc3ccco3)cc2C1=O
→ 106, 0, 8, -10, x, 101, 107, 105

(cont.)
SMILES	MEP2-GFP yeast	GRK2 aptamer HTS	JMJD2C inh	VLA-4 inh	CIT2-GFP yeast	RPL19A-GFP yeast	AGP1-GFP MLPCN	LAP4-GFP MLPCN
Cn1cccc1/C=N/NC(=O)c1cc(-c2cccs2)nc2ccccc12	97	0	26	-6	95	98	101	105
COCc1nc2ccccc2n1Cc1ccccc1Br	97	1	20	-2	97	92	96	91
Cc1ccc(N(C(=O)Cc2c[nH]c3ccccc23)C(C(=O)NC2CCCCC2)c2ccco2)cc1 (stereo unspecified)	101	0	-1	9	94	100	102	92
COc1ccc(C2C(C#N)=C(N)Oc3cc(C)n(Cc4ccco4)c(=O)c32)cc1 (stereo unspecified)	100	1	-5	1	102	105	105	105
Cc1nc2ccc(NC(=O)c3oc4ccc(F)cc4c3C)cc2s1	+	4	39	3	+	261	266*	884*
Fc1c(F)c(C(F)(F)F)c(F)c(F)c1N/N=C\c1cccs1	106	3	2	7	95	98	96	100
CCOC(=O)c1c(S(=O)(=O)NCc2ccc(C)o2)c(C)n(C)c1C	93	0	12	13	93	99	102	93
COC(=O)c1cc(S(=O)(=O)N2CCCCC2)ccc1N1CCOCC1	104	0	5	-1	96	102	102	104
COc1cccc(/C=C/C(=O)OCC(=O)NCCCc2ccccc2)c1OC	102	1	-4	24	98	103	102	109
Cc1ccc(-n2c(Cc3cccn3C)nnc2SCC(=O)NCc2ccc3c(c2)OCO3)cc1	105[may fluoresce violet]	0	-2	0	u	89[may fluoresce violet]	x	91[may fluoresce violet]
CC(=O)NC1C(=O)N=C(SCC(=O)Nc2ccc(C(F)(F)F)cc2Cl)NC1=O (stereo unspecified)	93	2	18	0	91	100	98	103
COc1ccc(CNC(=O)c2ccc(Br)cc2)cc1	93	0	-9	12	84	95	114	131
Cc1ccc(S(=O)(=O)NN2C(=O)/C(=C/c3cccs3)SC2=S)cc1	96	3	14	-1	90	96	98	92
Cc1ccc(OCC(O)CN2CCOCC2)cc1C (stereo unspecified)	106	0	-4	18	101	99	99	103
Nc1ccccc1NC(=O)c1ccccc1N	89	0	-5	3	90	97	97	95
CC(=O)Nc1ccc(-c2nn[nH]n2)cc1	104	2	5	9	109	102	108	104
CCOC(=O)N1CCN(C(=O)c2c(Cl)cnn2C)CC1	100	0	-20	23	98	104	93	86
CCCc1cc(C(N)=O)c(NC(C)=O)s1	92	1	-3	6	98	91	96	96
Cc1cc(C)n2nc(SC(C)C(=O)Nc3ccccc3F)nc2n1 (stereo unspecified)	108	1	-5	13	112	100	100	95
COc1ccc2nc(C(C)O)[nH]c2c1 (stereo unspecified)	98	4	11	3	101	94	93	102
CC1(C)Cc2c(cnn2-c2ccc(F)cc2)C(NC(=O)C2CCC2)C1 (stereo unspecified)	94	2	3	-1	107	106	106	93
CC(C)C(=O)N1CCN(c2ccc(NC(=O)c3ccc4c(c3)OCCO4)cc2)CC1	u	11	5	7	84	87	u	89
O=C1C(=O)N(CCN2CCOCC2)C(c2ccc(Cl)c(Cl)c2)/C1=C(/O)c1ccc2c(c1)OCO2 (stereo unspecified)	74	3	-1	-50	96	86	92	103
Cc1noc(C)c1C(=O)N(C)CC(=O)Nc1ccc(F)c(F)c1F	91	1	7	-3	104	101	106	105
CCN1CCN(c2c(Cl)cccc2NC(=O)c2ccco2)CC1	100	2	1	-4	98	97	100	100
Cc1ccc(-n2nc(-c3ccc(N)cc3)cc2N)cc1	97	2	9	-5	112	104	106	97
O=c1c2ccccc2n2c(-c3cccc(F)c3)nnc2n1Cc1ccccc1	107	1	7	-5	113	110	108	109
COc1ccccc1CNC(=O)COC(=O)c1cc(S(=O)(=O)N2CCOCC2)ccc1Cl	102	2	-4	-6	114	100	106	106
